Screening results from PubChem BioAssay.
TGFb SMAD3 inh: qHTS for Inhibitors of TGF-b; hit rate 1.2% among 410,000; Potency, µM (highest dose often 46.1 µM), for the others: top-dose activity, negative = inhibition, hits mostly inhibitors; HepG2 CAGA-GFP TGF-b/SMAD3 reporter, GFP fluorescence, 18 h; TGF-beta stimulated, 500 pg/mL final; AID 588855, 2011; further: potency means the concentration at half of the fitted maximal effect; on the % scale 0 is the no-effect control and ±100 the full control effect; nearly all actives have a fitted effect of over 65% in size
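HEPG2 CAGA-GFP reporter cells (1000/well, DMEM with 1% FBS) received compounds, then recombinant TGF-beta at 500 pg/mL final for 18 hours at 37 degrees C. Per-cell GFP summed per well was normalised to unstimulated and stimulated DMSO controls before curve fitting.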
CCT modulator: High-Throughput Screening for Modulators of Cytosolic Chaperonin Activity. activity change, % (no concentration beside the values), hits read low. purified chaperonin ATPase assay, HTRF ADP detection, 30 min. hit rate 0.3% among 360,000; in the data active means activity change below about -30%; further: on the % scale 0 is the no-effect control and ±100 the full control effect
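ATPase activity: ADP formed was measured by HTRF Transcreener (665/615 nm ratio) after 30 min at 37 deg C with 10 uM ATP. Compounds screened at one 76 uM concentration against 40 or 20 nM TRiC in Tris pH 7.4/KCl/MgCl2/DTT buffer.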
A549 viability: Nrf2 qHTS screen for inhibitors: counterscreen for cytotoxicity; A549 ARE-Fluc cells, CellTiter-Fluor viability, 18-24 h; Potency, µM (highest dose often 46 µM), without a hit: top-dose activity change, negative = cytotoxicity, actives largely listed as inhibitors; hit rate 0.16% among 390,000; AID 504648, 2011; further: potency means the concentration at half of the fitted maximal effect; on the % scale 0 is the no-effect control and ±100 the full control effect
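A549 ARE-Fluc cells in 5% FBS OPTI-MEM, 5000 cells/well, rested 2 h then exposed to compounds in concentration-response for 18-24 h at 37 °C. Viability by CellTiter-Fluor fluorescence (Ex 405/Em 525) after 30 min; luciferase luminescence (BugLite, 15 min, RT) read afterwards.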
Nrf2 activator: qHTS of Nrf2 Activators; AREc32 ARE-luciferase reporter (MCF7-derived line), luminescence, 24 h; Potency, µM (doses to about 46.1 µM), without a hit: top-dose activation, hits mostly activators; hit rate 0.31% among 410,000; further: potency means the concentration at half of the fitted maximal effect; % of control where 0% means no effect; nearly all actives have a fitted effect of over 65% in size
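Each well held 1000 AREc32 cells, which were incubated with compound for 24 hr at 37 deg C after overnight attachment, and ARE reporter activity was quantified by firefly luciferase luminescence.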
pAkt inh: HTS Assay for Inhibitors of Akt Phophorylation: Primary Screen | Neuro2A IGF-stimulated pAkt S473 HTRF, 20 min; active compounds read low | activity change, % for hits at 50 µM | hit rate 0.32% among 360,000 | AID 651550, 2012; in the data active means activity change below about -80%; inconclusive means mostly about -51% to -80%; further: on the % scale 0 is the no-effect control and ±100 the full control effect
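Single-point screen (50 µM final compound) in Neuro2A cells stimulated 20 min with 6 nM IGF at 37 deg C. After lysis, Ser473-phosphorylated Akt read by HTRF (ex 330 nm, em 615/665 nm) as the 665/615 ratio.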
MmCpn inh: Inhibitors of TCP-1 ring complex (TRiC) of Methanococcus maripaludis (MmCpn): qHTS; Chaperonin Mm-Cpn (Methanococcus maripaludis); purified Mm-Cpn ATPase, ADP Transcreener TR-FRET; Potency, µM (titrated, usually from 76.9 µM), for inactives: top-dose activity, negative = inhibition, actives largely listed as inhibitors; hit rate 0.031% among 330,000; further: potency means the concentration at half of the fitted maximal effect; on the % scale 0 is the no-effect control and ±100 the full control effect; nearly all actives have a fitted effect of over 80% in size
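Reaction buffer contained 30 mM Tris pH 7.4, 100 mM KCl, 5 mM MgCl2 and 1 mM DTT. Mm-CPN (25 nM final) hydrolysed 10 uM ATP over 30 min at 37°C; ADP was read by HTRF.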
EPAC2 ag: qHTS for Agonist of cAMP-regulated guanine nucleotide exchange factor 4 (EPAC2): primary screen | EPAC2 activation, biochemical qHTS; response scale: 100% = 6.5 mM cAMP response | Potency, µM (doses to about 154 µM), for the others: at the highest dose activation, usual class: activators | hit rate 0.079% among 360,000; further: potency means the concentration at half of the fitted maximal effect; nearly all actives have a fitted effect of over 50% in size
Target sequence (Q8WZA2 whole entry, looked up): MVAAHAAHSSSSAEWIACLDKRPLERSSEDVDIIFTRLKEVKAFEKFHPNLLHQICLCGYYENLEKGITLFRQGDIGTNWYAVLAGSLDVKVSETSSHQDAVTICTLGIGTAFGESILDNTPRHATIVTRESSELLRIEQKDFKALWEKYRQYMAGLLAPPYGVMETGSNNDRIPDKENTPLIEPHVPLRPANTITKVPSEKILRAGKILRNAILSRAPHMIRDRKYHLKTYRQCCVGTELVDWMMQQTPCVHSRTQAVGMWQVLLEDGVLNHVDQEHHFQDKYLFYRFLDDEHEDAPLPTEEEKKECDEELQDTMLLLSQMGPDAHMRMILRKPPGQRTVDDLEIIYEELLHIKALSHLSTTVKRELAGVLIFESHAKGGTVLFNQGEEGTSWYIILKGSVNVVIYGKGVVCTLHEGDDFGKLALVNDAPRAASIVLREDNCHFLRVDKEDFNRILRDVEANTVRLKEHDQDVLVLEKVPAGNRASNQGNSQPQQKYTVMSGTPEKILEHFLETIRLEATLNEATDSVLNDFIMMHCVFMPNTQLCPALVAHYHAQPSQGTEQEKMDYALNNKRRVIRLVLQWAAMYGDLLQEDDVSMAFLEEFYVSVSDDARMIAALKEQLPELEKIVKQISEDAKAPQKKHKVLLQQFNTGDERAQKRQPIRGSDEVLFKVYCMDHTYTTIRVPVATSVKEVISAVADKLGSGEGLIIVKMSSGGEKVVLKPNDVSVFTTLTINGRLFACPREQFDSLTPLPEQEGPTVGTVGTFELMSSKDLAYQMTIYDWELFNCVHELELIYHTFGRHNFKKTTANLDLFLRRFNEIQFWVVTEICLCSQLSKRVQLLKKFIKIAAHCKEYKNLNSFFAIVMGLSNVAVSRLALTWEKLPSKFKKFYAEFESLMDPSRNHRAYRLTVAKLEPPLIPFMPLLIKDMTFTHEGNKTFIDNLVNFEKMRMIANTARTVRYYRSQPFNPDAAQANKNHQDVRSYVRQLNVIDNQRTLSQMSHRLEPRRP
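Each well held 100 nM EPAC2, 250 nM RAP1B-BODIPY-GDP and 50 uM GDP. Fluorescence, read at 5-min intervals to 30 min, was referenced to a 6.5 mM cAMP positive control.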
EPAC2 antag: qHTS for Antagonist of cAMP-regulated guanine nucleotide exchange factor 2 (EPAC2): primary screen. Rap guanine nucleotide exchange factor 4 (Homo sapiens), Q8WZA2. EPAC2 GEF exchange of Rap1B-BODIPY-GDP, fluorescence. Potency, µM (doses to about 114 µM), without a hit: at the top dose activity, negative = inhibition, hits mostly inhibitors. hit rate 0.18% among 360,000; further: potency means the concentration at half of the fitted maximal effect; on the % scale 0 is the no-effect control and ±100 the full control effect; nearly all actives have a fitted effect of over 45% in size; many of its hits are not listed in these tables
Nrf2 block: Nrf2 qHTS screen for inhibitors | hit rate 2.1% among 360,000 | Potency, µM (doses to about 46 µM), inactives show at the top dose activity change, negative = inhibition, most hits filed as inhibitors | A549 ARE-Fluc reporter, luciferase luminescence, 18-24 h | AID 504444, 2011; further: potency means the concentration at half of the fitted maximal effect; on the % scale 0 is the no-effect control and ±100 the full control effect; nearly all actives have a fitted effect of over 60% in size
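A549 ARE_Fluc cells (5000/well, 5% FBS OPTI-MEM) pre-incubated 2 h, then treated with compounds 18-24 h at 37C/5% CO2 in concentration-response. CellTiter-Fluor viability read first; BugLite luciferase luminescence after 15 min at room temperature gives Nrf2 activity.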
Starred values were filed as active, the others as inactive; i = inactive; ? = inconclusive; / = no result given; [ ] = remark or other dose. Unless noted, the call rests on the fitted dose curve; in most records, active means well fitted curve in the direction sought with a large enough effect; inconclusive means small, poorly fitted or top-dose-only effect, or another doubt; inactive means no such curve, though single readings can be large; an effect the other way counts as inactive or inconclusive.

Compound,TGFb SMAD3 inh,CCT modulator,A549 viability,Nrf2 activator,pAkt inh,MmCpn inh,EPAC2 ag,EPAC2 antag,Nrf2 block
CCOc1cc(N2CCOCC2)c(OCC)cc1NCC(=O)N1CCN(Cc2ccccc2)CC1,-17%,-2.1,-7%,0.9%,i,0%,5%,0%,-9%
Cc1ccnc(NC(=O)CCC(=O)N(CC(=O)NC2CCCCC2)CC2CCCO2)c1 (stereo not drawn),2%,-3.5,-3%,-0.3%,i,-1%,3%,1%,24%
CC(C)(C)n1nc2c(c1NC(=O)c1ccc([N+](=O)[O-])cc1)CS(=O)(=O)C2,1%,-0.4,7%,-0.1%,i,-1%,8%,3%,10%
CN(CC(=O)NC1CCCCC1)S(=O)(=O)c1ccc(Br)s1,0%,-5.1,-1%,-1.2%,i,/,-3%,2%,/
Cc1cc(C)n(-c2cc(N3CCN(C(=O)c4ccccc4C)CC3)ccc2[N+](=O)[O-])n1,-28%,-0.4,-29%,0.0%,i,/,2%,-2%,-7%
CCc1nc2ccc(C(=O)Nc3ccc4c(c3)OCC(=O)N4)cn2c1N(CC)CCOC,-2%,0.0,/,5.6%,i,/,-4%,-6%,/
Cc1ccccc1C(=O)Nc1cccc(NC(=O)Cn2cnc3c(=O)n(C)c(=O)n(C)c32)c1,-21%,-3.8,4%,0.3%,/,0%,9%,-5%,/
CSc1ccccc1NC(=O)Cc1ccccc1[N+](=O)[O-],-4%,-2.4,11%,5.0%,i,1%,11%,-1%,5%
O=C(CN(c1ccccc1)S(=O)(=O)c1ccc(F)cc1)NCc1cccs1,4%,-0.6,6%,0.2%,i,1%,-1%,11%,8%
O=C(CCc1nc2ccccc2c(=O)[nH]1)OCC(=O)N1CCN(S(=O)(=O)c2ccccc2)CC1,0%,0.3,1%,-0.8%,i,1%,4%,4%,-6%
O=[N+]([O-])c1ccc(Cl)c(S(=O)(=O)/N=C(/Nc2cccnc2)c2ccccc2)c1,?,-0.9,-9%,5.2%,i,-1%,6%,0%,0%
CCOC(=O)c1c(C)sc(-c2c(-c3ccc4c(c3)OCCO4)[nH]c3c2c(=O)[nH]c(=O)n3C)c1O,-24%,/,-3%,4.2%,/,/,/,/,-22%
Cc1cc(OCC(=O)Nc2cnn(CCCC(=O)O)c2)ccc1[N+](=O)[O-],2%,1.1,12%,-0.3%[9.22 µM],i,-4%,0%,6%,-2%
Cc1ccc(N/C(N)=N/c2nc(CSc3nnc(N)s3)cc(=O)[nH]2)cc1,-4%,-0.3,3%,-0.1%,i,-1%,10%,-1%,-7%
Cc1ccc(NS(=O)(=O)c2c(C)nc3sc(C)cn3c2=O)c(C)c1,-3%,/,-1%,0.9%,/,/,/,/,?
CCOC(=O)c1c(NC(=O)COC(=O)c2cc(OC)c(OC)cc2[N+](=O)[O-])sc(C)c1CC,2%,-1.4,5%,0.2%,i,0%,9%,-7%,3%
COc1ccc(-n2cc(CNCCc3ncc(C)[nH]3)c(-c3ccccc3Cl)n2)cc1,6%,-2.1,6%,-0.4%,i,-15%,2%,12%,23%
COc1ccc(OC)c(/C=N/NC(=O)c2cc[n+](CC(=O)c3ccccc3)cc2)c1,-5%,2.2,0%,3.8%,i,-1%,4%,-10%,0%
CCCn1c(SCC(=O)NC2CCCCC2)nnc1-c1cccnc1,11%,0.1,-9%,1.0%,i,0%,13%,-12%,-8%
CCOC(=O)C1=C(COC(=O)c2cc(S(=O)(=O)N3CCOCC3)ccc2F)NC(=O)NC1C (stereo not drawn),4%,-3.8,1%,1.9%,i,/,0%,-2%,21%
O=C(c1ccco1)N1CCN(C(=O)c2cccn3c(=O)c4c5c(sc4nc23)CCCC5)CC1,-35%,-0.5,1%,0.2%,i,/,6%,-15%,-11%
CCOC(=O)c1ccc(N=NN(C)C)cc1,0%,-0.6,5%,1.7%,i,2%,16%,11%,?
COc1ccc2c(C)cc(SCC(=O)Nc3ncc(Cl)cc3Cl)nc2c1,?,-3.6,12%,0.2%,i,-8%,12%,7%,-1%
O=C(Nc1cccn(Cc2c(Cl)cccc2Cl)c1=O)c1ccc(Cl)cc1,3%,2.3,-24%,-0.3%,i,0%,11%,18%,?
NC(=O)C1CCN(C(=O)/C=C/c2cc(Br)ccc2F)CC1,29%,-3.1,0%,2.5%,i,0%,-1%,-1%,0%

The final five entries of the part above come first, to join the parts:
Assay codes: A = TGFb SMAD3 inh; B = CCT modulator; C = A549 viability; D = Nrf2 activator; E = pAkt inh; F = MmCpn inh; G = EPAC2 ag; H = EPAC2 antag; I = Nrf2 block
O=C(c1ccco1)N1CCN(C(=O)c2cccn3c(=O)c4c5c(sc4nc23)CCCC5)CC1
  A: -35%; B: -0.5; C: 1%; D: 0.2%; E: i; F: /; G: 6%; H: -15%; I: -11%

CCOC(=O)c1ccc(N=NN(C)C)cc1
  A: 0%; B: -0.6; C: 5%; D: 1.7%; E: i; F: 2%; G: 16%; H: 11%; I: ?

COc1ccc2c(C)cc(SCC(=O)Nc3ncc(Cl)cc3Cl)nc2c1
  A: ?; B: -3.6; C: 12%; D: 0.2%; E: i; F: -8%; G: 12%; H: 7%; I: -1%

O=C(Nc1cccn(Cc2c(Cl)cccc2Cl)c1=O)c1ccc(Cl)cc1
  A: 3%; B: 2.3; C: -24%; D: -0.3%; E: i; F: 0%; G: 11%; H: 18%; I: ?

NC(=O)C1CCN(C(=O)/C=C/c2cc(Br)ccc2F)CC1
  A: 29%; B: -3.1; C: 0%; D: 2.5%; E: i; F: 0%; G: -1%; H: -1%; I: 0%

CC(C)NC(=O)c1onc(CSc2ccccc2)c1C(=O)O
  A: 0%; B: 0.4; C: 8%; D: 0.6%; E: i; F: -2%; G: -1%; H: -1%; I: ?

CCn1ccnc1CN(C)Cc1nc(-c2ccc3c(c2)OCO3)no1
  A: -7%; B: -9.8; C: 0%; D: 3.3%[9.22 µM]; E: i; F: -4%; G: -2%; H: -8%; I: 21%

CC(NC(=S)NCCCN1CCOCC1)C12CC3CC(CC(C3)C1)C2 (stereo not drawn)
  A: 0%; B: -1.1; C: -1%; D: -0.3%; E: i; F: 0%; G: 1%; H: -1%; I: 1%

COc1cccc(Oc2cc(Cl)nc(N)n2)c1
  A: 1%; B: -5.8; C: 6%; D: 0.1%; E: i; F: 0%; G: 9%; H: -2%; I: 2%

COc1cc(/C=C/C(=O)Nc2ccc(N3CCCCC3)c(S(=O)(=O)Nc3ccccc3Cl)c2)cc(OC)c1OC
  A: -12%; B: -0.2; C: -3%; D: 0.3%; E: i; F: -3%; G: -1%; H: 1%; I: ?

COC(CNC(=O)CC1C(=O)N(Cc2ccccc2)C(C)c2nc3ccccc3n21)OC (stereo not drawn)
  A: -6%; B: -0.6; C: 2%; D: -0.4%; E: i; F: -1%; G: 9%; H: 2%; I: -6%

Clc1cccc(Nc2nc(-c3cccnc3)cs2)c1
  A: ?; B: -0.1; C: -8%; D: 10%; E: i; F: -3%; G: -2%; H: -11%; I: ?

CC1(C)CC(=O)C2(CC3=C(CC(C)(C)CC3=O)O2)C(=O)C1
  A: -1%; B: 2.0; C: 0%; D: -0.2%; E: i; F: 0%; G: 6%; H: 0%; I: 4%

COc1ccc(/C=C/C(=O)OCC(=O)N2CC(=O)Nc3ccccc32)cc1
  A: 0%; B: -0.1; C: 5%; D: 7.7%; E: i; F: -5%; G: -2%; H: 0%; I: ?

O=C(OCc1nnc(-c2ccc(Cl)cc2)o1)c1ccc(O)cc1
  A: -3%; B: -2.8; C: -5%; D: 3.1%; E: i; F: 0%; G: 12%; H: -3%; I: ?

COc1ccc(Cl)cc1NC(=O)NCC1CCN(Cc2cc(C)ccc2C)CC1
  A: ?; B: 1.7; C: ?; D: -3.4%; E: i; F: -2%; G: 2%; H: -9%; I: ?

COc1ccc(-c2ccc(S(=O)(=O)N3CCOCC3)cc2)cc1
  A: 6%; B: -4.3; C: 1%; D: 0.4%; E: i; F: 1%; G: 6%; H: 6%; I: -28%

CCN(CC(=O)Nc1c(F)cccc1F)C(=O)C1=COCCO1
  A: -5%; B: -2.9; C: -11%; D: 0.1%; E: i; F: 1%; G: -2%; H: 6%; I: 0%

Nc1ccccc1C#Cc1cnccn1
  A: 24%; B: -2.9; C: -4%; D: ?; E: i; F: /; G: 12%; H: -4%; I: 8%

Cc1ccccc1C(=O)N1CCC(C(=O)N2CCN(c3ncccn3)CC2)CC1
  A: 2%; B: 1.2; C: 3%; D: -1.2%; E: i; F: 0%; G: 8%; H: 2%; I: -10%

CN(C(=O)COC(=O)C1CCN(S(=O)(=O)c2c(Cl)cccc2Cl)CC1)c1ccccc1
  A: -3%; B: 1.3; C: 0%; D: 0.3%; E: i; F: 3%; G: 10%; H: -11%; I: 2%

CN(C(=O)CSc1nnc(-c2ccc([N+](=O)[O-])cc2)o1)c1ccccc1
  A: -2%; B: /; C: -3%; D: -0.7%; E: /; F: /; G: /; H: /; I: -1%

Only part of the results is shown, so the mix of outcomes need not match the whole.
